Screening results (PubChem)
GASC1 inh: inhibitors of GASC-1 (KDM4C) histone demethylase, primary screen, biochemical, single concentration HTS; Lysine-specific demethylase 4C (Homo sapiens), Q9H3R0; GST-KDM4C 2-372, H3K9me3 peptide, LANCE TR-FRET; inhibition, % at 12.5 µM; 96,000 compounds, 0.15% hits;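 active means mean replicate inhibition above about 25%, with at least 55% of replicates also reaching it, limit read from the data, passing the limit was not always enough; inconclusive means only one of those two conditions met; inactive means neither condition met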
Target sequence (Q9H3R0 2-372 limits assumed): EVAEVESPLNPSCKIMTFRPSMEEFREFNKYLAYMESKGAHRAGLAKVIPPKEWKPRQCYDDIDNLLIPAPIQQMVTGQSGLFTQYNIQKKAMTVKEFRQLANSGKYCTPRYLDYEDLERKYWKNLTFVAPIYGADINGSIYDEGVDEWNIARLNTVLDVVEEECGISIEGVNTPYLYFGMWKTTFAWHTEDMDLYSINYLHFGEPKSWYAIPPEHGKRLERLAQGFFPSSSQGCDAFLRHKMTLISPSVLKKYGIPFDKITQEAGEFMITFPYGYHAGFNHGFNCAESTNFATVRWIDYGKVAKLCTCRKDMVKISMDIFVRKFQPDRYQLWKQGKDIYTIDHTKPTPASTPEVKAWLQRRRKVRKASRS
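Material: GST-tagged GASC-1 (JMJD2C) catalytic fragment, aa 2-372 / Quantity: enzyme final amount 10 nM / Medium: HEPES buffer, pH 7.5, plus ascorbate / Doses: one test concentration per compound / Incubation: 30 min reaction, 60 min detection, RT / Measured by: LANCE TR-FRET / Read-out: inhibition from TR-FRET ratio decrease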
Pf Dd2 inh: P. falciparum Dd2 growth inhibitors, primary screen, SYBR Green fluorescence, single dose replicates. 72 h; hits give low values. activity change, % at 10 µM. 94,000 compounds, 2.3% hits; in the data active means activity change below about -80%; inconclusive means no clear call, values can overlap the other calls
C diff growth: C. difficile growth inhibitors, primary screen, HTS; Clostridium difficile clinical isolate growth, OD600, 24 h; hits give low values; growth activity, negative = inhibition, % at 16 µg/mL (by protocol); 86,000 compounds, 0.25% hits; AID 1259249, 2017;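 active means mean growth activity at or below -80% and every replicate also at or below -80%; inconclusive means mean at or below -80% but some replicate above -80%; inactive means mean growth activity above -80%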;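 further: 0% = DMSO wells and -100% = levofloxacin 16 µg/mL wells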
Tcruzi prolif: T. cruzi intracellular proliferation inhibitors, primary screen, cell-based, beta-gal Tulahuen parasites, NIH3T3 host, luminescence; 77,000 compounds, 5.9% hits; inhibition, % at 8.34 µM; T. cruzi beta-gal in NIH3T3, GalScreen luminescence, 90 h;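 active means mean inhibition above about 93%, with at least 55% of replicates each passing it, limit read from the data, passing the limit was not always enough; inconclusive means only one of those two conditions holds; inactive means neither condition holds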
Starred values were filed as active, the others as inactive; ? = inconclusive; nt = no result given.

cpd	SMILES	GASC1 inh	Pf Dd2 inh	Tcruzi prolif	C diff growth
1	CC(C)NC(=O)N(C)C[C@@H]1Oc2ncc(-c3ccccc3F)cc2C(=O)N([C@@H](C)CO)C[C@@H]1C	-0.8	19	23	-5
2	C[C@@H]1CCCCO[C@@H](CN(C)Cc2ccc3c(c2)OCO3)[C@@H](C)CN([C@@H](C)CO)C(=O)c2cc(NS(=O)(=O)c3cn(C)cn3)ccc2O1	1.5	-14	21	7
3	CNC(=O)C[C@H]1CC[C@H]2[C@@H](COc3ccc(NC(=O)c4cccc(F)c4)cc3C(=O)N2C)O1	-2.9	4	-7	4
4	CCCNC(=O)c1cc2c(c(-c3cccc(-c4cccc(F)c4)c3)n1)[C@@H](CCO)N([S@](=O)C(C)(C)C)C2	-0.3	-24	78	nt
5	CCCC#Cc1ccc([C@H]2[C@@H](CO)N3C(=O)CN(C(=O)Cc4cccnc4)C[C@H]23)cc1	0.3	19	nt	2
6	C[C@@H]1CCCCO[C@H](CN(C)S(=O)(=O)c2cn(C)cn2)[C@@H](C)CN([C@@H](C)CO)C(=O)c2cc(NC(=O)Cc3ccccc3)ccc2O1	0.3	-24	26	-1
7	O=C(C[C@@H]1CC[C@H](NS(=O)(=O)c2ccc(F)cc2)[C@@H](CO)O1)NCc1ccc(Cl)c(Cl)c1	-2.3	-1	-31	nt
8	C[C@H](CO)N1C[C@H](C)[C@H](CN(C)Cc2ccc(C(=O)O)cc2)Oc2c(cccc2N(C)C)C1=O	-0.1	14	30	0
9	CN(C[C@H]1[C@H](c2ccccc2)[C@@H](CO)N1CC1CC1)C(=O)c1ccc(F)cc1	-0.6	-28	85	2
10	C[C@@H]1CN([C@H](C)CO)C(=O)c2cc(C#CCC3CCCC3)cnc2O[C@H]1CN(C)C(=O)CC1CC1	-0.5	-52	?	16
11	C[C@H]1CN([C@@H](C)CO)C(=O)c2cc(C3=CCCCC3)cnc2O[C@@H]1CN(C)Cc1ccccn1	2.6	-3	nt	-1
12	O=C(c1cccnc1)N1CC2(C1)[C@H](c1ccccc1)[C@@H](CO)N2C(=O)CC1CC1	-0.9	-9	nt	-1
13	CCCC(=O)N1CC2(C1)CN(C(=O)Nc1ccc(F)cc1)[C@@H](CO)c1c2c2ccc(OC)cc2n1C	-0.4	-78	nt	5
14	N#Cc1ccc(-c2ccc([C@@H]3[C@H]4CN(C(=O)Nc5ccc(F)cc5)CCCCN4[C@H]3CO)cc2)cc1	-2.0	-4	67	13
15	C[C@H](CO)N1C[C@H](C)[C@@H](CN(C)S(=O)(=O)c2ccc(F)cc2)Oc2ccc(NC(=O)C3CC3)cc2CC1=O	1.4	-23	3	-1
16	CCS(=O)(=O)NCC[C@H]1CC[C@@H](NC(=O)C2CCCC2)[C@H](CO)O1	-0.1	-5	nt	0
17	OC[C@@H]1CC[C@@H]2O[C@H](CCc3ccc(C#CCc4ccccc4)cc3)[C@@H](n3cc(-c4ccccc4)nn3)C[C@@H]2O1	nt	-59	nt	28
18	CC(C)C#Cc1ccc2c(c1)O[C@H](CN(C)Cc1ccccn1)[C@@H](C)CN([C@@H](C)CO)S2(=O)=O	nt	-60	?	21
19	C[C@H](CO)N1C[C@H](C)[C@H](CN(C)C(=O)Nc2ccc(C(F)(F)F)cc2)Oc2ccc(NC(=O)Cc3cn(C)c4ccccc34)cc2CC1=O	-1.1	-53	29	-1
20	CC(C)C#Cc1cnc2c(c1)C(=O)N([C@H](C)CO)C[C@H](C)[C@@H](CN(C)C(=O)c1cccc(F)c1)O2	-3.2	-57	53	-6
21	CCN1[C@H](C(=O)N2CCN(C)CC2)[C@@H](CO)[C@@H]2Cn3c(ccc(-c4ccccc4)c3=O)[C@@H]21	-0.8	31	-12	-2
22	Cc1ccc(S(=O)(=O)NCC[C@H]2CC[C@@H](NC(=O)CC3CC3)[C@H](CO)O2)cc1	0.7	13	9	nt
23	CO[C@H]1CN(C)C(=O)c2cc(NC(=O)c3ccc4c(c3)OCO4)ccc2OC[C@@H](C)N(CC2CC2)C[C@H]1C	0.0	4	-29	nt
24	C[C@@H]1CN([C@@H](C)CO)C(=O)c2cc(NC(=O)Nc3ccc4c(c3)OCO4)ccc2O[C@@H](C)CCCCO[C@H]1CN(C)C(=O)C1CCCCC1	2.5	-48	96	-4
25	C[C@H](CO)N1C[C@H](C)[C@@H](CN(C)S(=O)(=O)c2cccc(F)c2)Oc2ncc(-c3cccc(F)c3)cc2C1=O	0.9	-67	49	nt

Continued:
cpd	SMILES	GASC1 inh	Pf Dd2 inh	Tcruzi prolif	C diff growth
26	Cc1ccc(S(=O)(=O)N(C)C[C@@H]2OCCCC[C@@H](C)Oc3ccc(NS(=O)(=O)c4cn(C)cn4)cc3C(=O)N([C@@H](C)CO)C[C@H]2C)cc1	0.4	-25	35	-5
27	C[C@H]1CN([C@@H](C)CO)C(=O)c2cc(C3=CCCC3)cnc2O[C@H]1CN(C)Cc1cccnc1	1.3	13	nt	2
28	N#C[C@H]1[C@@H](c2ccc(-c3cccnc3)cc2)[C@H](CO)N1C(=O)C1CC1	1.8	69	17	1
29	CN(C)CC#Cc1ccc([C@@H]2[C@@H](CO)N3C(=O)CN(C(=O)c4cccnc4)C[C@@H]23)cc1	2.3	6	nt	-1
30	CC(C)NC(=O)N(C)C[C@@H]1Oc2ccc(NC(=O)CCCCCC(=O)Nc3ccccc3N)cc2C(=O)N([C@H](C)CO)C[C@H]1C	-0.3	9	nt	-2
31	CO[C@H]1CN(C)C(=O)c2ccc(NC(C)=O)cc2OC[C@@H](C)N(C(=O)c2ccccc2F)C[C@@H]1C	-0.3	-3	29	0
32	O=C(c1ccccn1)N1CC2(C1)[C@@H](c1ccccc1)[C@@H](CO)N2C(=O)CC1CC1	0.1	51	nt	1
33	O=C(C[C@H]1CC[C@@H](NC(=O)Nc2ccc(C(F)(F)F)cc2)[C@H](CO)O1)NCCN1CCCC1	-3.0	-20	-8	nt
34	Cc1noc(C)c1NC(=O)Nc1ccc2c(c1)C(=O)N([C@H](C)CO)C[C@H](C)[C@H](CN(C)C(=O)Nc1cccc3ccccc13)OCCCC[C@H](C)O2	0.6	-48	57	-24
35	CCCC(=O)Nc1ccc2c(c1)C(=O)N(C)[C@@H]1CC[C@@H](CC(=O)NCCc3ccncc3)O[C@@H]1CO2	0.0	15	8	-1
36	COCC(=O)N1CCC2(CC1)CN(Cc1ccc3c(c1)OCO3)[C@@H](CO)c1c2c2ccc(OC)cc2n1C	0.8	-71	nt	48
37	COc1ccccc1-c1ccc([C@H]2[C@@H](CO)N(C(=O)NC3CCCC3)[C@H]2C#N)cc1	-2.6	-50	nt	-7
38	C[C@@H]1CCCCO[C@@H](CN(C)C(=O)C2CCCCC2)[C@H](C)CN([C@@H](C)CO)C(=O)c2cc(NC(=O)NC3CCCCC3)ccc2O1	nt	-17	75	4
39	O=C(NCCc1ccccc1)[C@@H]1[C@@H](CO)[C@@H]2Cn3c(cccc3=O)[C@H]1N2C(=O)C1CCCC1	-0.1	14	-8	1
40	O=C(Nc1ccccc1)N[C@H]1CC[C@H](CCNS(=O)(=O)c2cccc(F)c2)O[C@H]1CO	2.9	-3	38	-4
41	COc1ccc2c3c(n(C)c2c1)[C@@H](CO)N(C(=O)C1CCCC1)CC31CCN(C(=O)CC2CC2)CC1	1.0	-69	nt	0
42	C[C@@H]1CCCCO[C@H](CN(C)S(=O)(=O)c2cn(C)cn2)[C@@H](C)CN([C@@H](C)CO)C(=O)c2cc(NC(=O)Nc3ccc(F)cc3)ccc2O1	-0.4	-39	-2	nt
43	C[C@H]1CCCCO[C@H](CN(C)Cc2ccc(C(=O)O)cc2)[C@@H](C)CN([C@@H](C)CO)C(=O)c2cc(NS(=O)(=O)c3ccc(Cl)cc3)ccc2O1	0.1	4	-18	-4
44	Cc1ccc(CN(C)C[C@@H]2OCc3cn(nn3)CCCC(=O)N([C@@H](C)CO)C[C@@H]2C)cc1	0.8	6	-12	0
45	C[C@@H]1CN([C@H](C)CO)C(=O)Cc2cc(NC(=O)CCN3CCOCC3)ccc2O[C@H]1CN(C)Cc1ccncc1	-1.9	7	1	0
46	COc1ccc(NC(=O)N(C)C[C@H]2OCCCC[C@@H](C)Oc3ccc(NC(=O)c4ccccc4)cc3C(=O)N([C@H](C)CO)C[C@@H]2C)cc1	nt	-35	62	-2
47	COCC(=O)Nc1ccc2c(c1)[C@H]1C[C@H](CC(=O)NCCc3ccccc3)O[C@H](CO)[C@H]1O2	0.6	-16	-13	0
48	Cc1ccc(S(=O)(=O)Nc2cccc3c2O[C@H](CN(C)S(=O)(=O)c2ccccc2)[C@@H](C)CN([C@@H](C)CO)C3=O)cc1	-0.2	2	12	1
49	CN1CCN(C(=O)C[C@H]2CC[C@H]3[C@@H](COC[C@@H](O)CN3C(=O)Nc3ccc(Cl)cc3)O2)CC1	-1.6	3	15	nt
50	O=C(C[C@@H]1CC[C@H]2[C@@H](COC[C@H](O)CN2CCC(F)(F)F)O1)NCC1CC1	0.3	-2	18	6

Arranged by molecular weight (rising): part of the list above.
cpd	SMILES	GASC1 inh	Pf Dd2 inh	Tcruzi prolif	C diff growth
29	CN(C)CC#Cc1ccc([C@@H]2[C@@H](CO)N3C(=O)CN(C(=O)c4cccnc4)C[C@@H]23)cc1	2.3	6	nt	-1
39	O=C(NCCc1ccccc1)[C@@H]1[C@@H](CO)[C@@H]2Cn3c(cccc3=O)[C@H]1N2C(=O)C1CCCC1	-0.1	14	-8	1
38	C[C@@H]1CCCCO[C@@H](CN(C)C(=O)C2CCCCC2)[C@H](C)CN([C@@H](C)CO)C(=O)c2cc(NC(=O)NC3CCCCC3)ccc2O1	nt	-17	75	4

(listing goes on)
cpd	SMILES	GASC1 inh	Pf Dd2 inh	Tcruzi prolif	C diff growth
51	C[C@@H]1CN([C@@H](C)CO)C(=O)Cc2cc(NC(=O)Nc3ccc(C(F)(F)F)cc3)ccc2O[C@@H]1CN(C)S(C)(=O)=O	-0.9	-9	12	7
52	C[C@H](CO)N1C[C@H](C)[C@H](CN(C)Cc2cccnc2)Oc2cc(-c3ccccc3F)ccc2S1(=O)=O	0.4	-2	87	1
53	C[C@H](CO)N1C[C@H](C)[C@H](CN(C)S(=O)(=O)c2ccc(F)cc2)Oc2ccc(NC(=O)Cn3cnnn3)cc2C1=O	-0.6	-14	-2	-10
54	C[C@H](CO)N1C[C@H](C)[C@@H](CN(C)CC2CCCC2)OCc2cnnn2CCCC1=O	0.2	-3	-7	-2
55	CCCC(=O)Nc1ccc2c(c1)C(=O)N(C)[C@H]1CC[C@H](CC(=O)NCCCN(C)C)O[C@@H]1CO2	-3.1	5	-31	0
56	CCCC#Cc1ccc([C@@H]2[C@H]3CN(S(C)(=O)=O)CCCCN3[C@H]2CO)cc1	0.0	-30	24	-3
57	O=C(Nc1cc(F)ccc1F)N[C@@H]1CC[C@H](CCn2cc(C3CC3)nn2)O[C@H]1CO	-3.4	-32	-40	nt
58	CO[C@@H]1CN(C)C(=O)c2ccc(NS(=O)(=O)CC(F)(F)F)cc2OC[C@@H](C)N(CCC(F)(F)F)C[C@H]1C	1.0	-19	40	-2
59	COCC(=O)Nc1ccc2c(c1)C(=O)N(C)[C@@H]1CC[C@@H](CC(=O)N3CCc4ccccc4C3)O[C@H]1CO2	0.0	-31	3	-4
60	O=S(=O)(c1ccc(F)cc1)N1CCCCN2[C@H](C1)[C@H](c1ccc(-c3cncnc3)cc1)[C@@H]2CO	-0.5	6	35	-3
61	CCNC(=O)C[C@@H]1CC[C@H]2[C@@H](COC[C@@H](O)CN2Cc2ccccc2F)O1	-0.1	12	-14	nt
62	O=C(C[C@H]1CC[C@H]2[C@@H](COC[C@@H](O)CN2C(=O)c2ccccc2)O1)N1CCc2ccccc2C1	9.2	7	36	2
63	CC(C)NC(=O)N[C@H]1CC[C@@H](CC(=O)N2CCCCC2)O[C@H]1CO	5.0	26	3	nt
64	C[C@@H]1CN([C@H](C)CO)C(=O)c2cccc(NS(=O)(=O)c3ccc(Cl)cc3)c2O[C@@H]1CN(C)Cc1ccc(Oc2ccccc2)cc1	-0.4	-27	93	17

Retrieved by compound from above (4):
cpd	SMILES	GASC1 inh	Pf Dd2 inh	Tcruzi prolif	C diff growth
53	C[C@H](CO)N1C[C@H](C)[C@H](CN(C)S(=O)(=O)c2ccc(F)cc2)Oc2ccc(NC(=O)Cn3cnnn3)cc2C1=O	-0.6	-14	-2	-10
60	O=S(=O)(c1ccc(F)cc1)N1CCCCN2[C@H](C1)[C@H](c1ccc(-c3cncnc3)cc1)[C@@H]2CO	-0.5	6	35	-3
55	CCCC(=O)Nc1ccc2c(c1)C(=O)N(C)[C@H]1CC[C@H](CC(=O)NCCCN(C)C)O[C@@H]1CO2	-3.1	5	-31	0
52	C[C@H](CO)N1C[C@H](C)[C@H](CN(C)Cc2cccnc2)Oc2cc(-c3ccccc3F)ccc2S1(=O)=O	0.4	-2	87	1

The order is random. About 6.7% of those tested had a hit in this group.
